Source: PubChem (several laboratories)
HMGR II inh: blocks class II HMG-CoA reductase of Enterococcus faecalis. 0.41% of 190,000 active. inhibition, % at 10 µM. purified E. faecalis HMGR, NADPH absorbance 340 nm kinetic;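 active means inhibition above a set limit, the median over all tested compounds plus 3 SD, cut at about 9.5% in these data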;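 further: enzyme runs in reverse so mevalonate oxidation gives rising NADPH absorbance; 0% = complete reaction with DMSO and 100% = background rate lacking mevalonate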
G6PDH counter: counter-screen for G6PDH assay hits: L. mesenteroides G6PDH inhibition. Purified L. mesenteroides G6PDH, diaphorase/resazurin coupled fluorescence, 45 min. AID 1020. 0.12% of 200,000 active. inhibition, % at 5 µM; in the data active means inhibition above about 50%
PMI act: increases human mannose-6-phosphate isomerase activity | P34949 | purified human PMI, coupled resazurin fluorescence, 20 min; active compounds read high; 1 = vehicle control, 0 substrate-free wells | activation factor at 20 µM | 0.005% of 190,000 active | AID 1214;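 active means activation factor of 2 or more at 20 µM, relative to plate controls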
Target sequence (P34949 whole entry, looked up): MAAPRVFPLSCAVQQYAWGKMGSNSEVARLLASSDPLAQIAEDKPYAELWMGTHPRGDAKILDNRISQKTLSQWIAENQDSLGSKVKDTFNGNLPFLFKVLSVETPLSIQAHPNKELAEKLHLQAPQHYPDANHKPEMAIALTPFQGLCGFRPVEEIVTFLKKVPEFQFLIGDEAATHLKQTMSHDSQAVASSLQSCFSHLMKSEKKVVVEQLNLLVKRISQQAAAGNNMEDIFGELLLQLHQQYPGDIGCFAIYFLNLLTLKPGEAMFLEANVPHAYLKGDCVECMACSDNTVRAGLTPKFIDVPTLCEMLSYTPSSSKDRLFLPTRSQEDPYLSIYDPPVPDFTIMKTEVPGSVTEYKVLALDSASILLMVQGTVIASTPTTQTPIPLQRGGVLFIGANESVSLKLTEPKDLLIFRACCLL
Diaphorase inh: diaphorase inhibition or chemical oxidation counter-screen. diaphorase resazurin-to-resorufin fluorescence, NADH, 16 min; bacterial (C. kluyveri) enzyme, not human. inhibition, % at 20 µM. 0.69% of 190,000 active. AID 1217;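 active means primary screen inhibition at 20 µM above a set limit, cut at about 50% in these data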;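 further: plate controls were DMSO with full reaction for no effect and wells lacking NADH for full effect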
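System: Diaphorase enzyme from Clostridium kluyveri | Amount: Enzyme working solution with 0.14 U/mL diaphorase | Benchmarks: No-NADH positive control and DMSO neutral control | Signal: Fluorescence of resorufin formed from resazurin, Ex 544/Em 590 nm | Schedule: 16-min room-temperature incubation before reading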
FLuc stim CS: affects firefly luciferase, flagging false hits in luciferase stimulation screens. ATPlite luciferase biochemical, luminescence, 10 min; 0 = ATP-free wells, 1 = DMSO control. activation factor at 10 µM. 200,000 tested, under 10 active;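 active means luciferase activation factor, scaled between plate controls, of at least 2 with compound at 10 µM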
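Assay system: Luciferase/luciferin reagent mix; Medium: PBS as buffer for the ATP substrate; Dosing: test compounds dosed from 2 mM stocks in 100% DMSO; Times: 10 min, room temperature; Signal: luminescence from luciferase reaction; Read-out: luciferase activation; Controls: No-ATP low control, compound-free enzyme-plus-ATP high control.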
TNAP inh hiacc: TNAP (human) inhibition, high acceptor | 0.03% of 200,000 active | AID 1135 | inhibition, % at 20 µM | purified TNAP, CDP-star luminescence, 1 M DEA;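 active means over 50% inhibition of tissue-nonspecific alkaline phosphatase at 20 µM in the single-dose screen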;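 further: plate controls were DMSO wells for no effect and EDTA-quenched wells as full inhibition for full effect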
Target sequence (P05186 whole entry, looked up): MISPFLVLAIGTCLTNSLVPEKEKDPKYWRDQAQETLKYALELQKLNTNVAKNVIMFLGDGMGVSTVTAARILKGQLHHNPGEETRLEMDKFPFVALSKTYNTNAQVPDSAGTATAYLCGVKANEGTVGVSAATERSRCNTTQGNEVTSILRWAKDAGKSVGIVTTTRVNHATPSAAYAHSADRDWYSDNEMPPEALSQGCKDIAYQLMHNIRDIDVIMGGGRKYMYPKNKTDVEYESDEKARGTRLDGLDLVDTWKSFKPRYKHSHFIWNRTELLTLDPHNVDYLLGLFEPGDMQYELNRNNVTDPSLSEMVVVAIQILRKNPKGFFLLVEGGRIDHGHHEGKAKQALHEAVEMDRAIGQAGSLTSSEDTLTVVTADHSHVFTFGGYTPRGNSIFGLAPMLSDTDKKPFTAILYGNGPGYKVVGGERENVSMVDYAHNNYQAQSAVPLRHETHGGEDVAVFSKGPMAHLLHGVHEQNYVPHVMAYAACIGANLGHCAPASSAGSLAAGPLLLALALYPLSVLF
TNAP inh noacc: TNAP (human) inhibition, acceptor-free conditions | purified TNAP, CDP-star luminescence, 30 min | 0.26% of 200,000 active | inhibition, % at 20 µM | P05186;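 active means tissue-nonspecific alkaline phosphatase inhibition above about 50% at 20 µM in the single-dose screen, limit read from the data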;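 further: 0% = DMSO negative control and 100% = EDTA positive control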
TNAP act hi DEA: TNAP (human) activation, high acceptor | P05186 | purified TNAP, CDP-star luminescence, 1 M DEA, 30 min; active compounds read high; 0 = EDTA background, 1 = DMSO-only activity | activation factor at 20 µM | 200,000 tested, under 10 active;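 active means activation factor at least 2 at 20 µM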
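Test system – human TNAP · Doses – 20 µM single point · Incubation – 30 min, room temperature · Signal – luminescent substrate turnover signal · Read-out basis – activation factor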
Diaph act CS: diaphorase activation or chemical reduction counter-screen. Diaphorase/resazurin coupled assay, resorufin fluorescence, 16 min; active compounds read high; 1 = vehicle wells, 0 = NADH-free wells. activation factor at 20 µM. 0.005% of 190,000 active;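 active means diaphorase activity raised at least twofold by the compound at 20 µM; inactive means activation factor below 2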
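Material: Clostridium kluyveri diaphorase, purified enzyme; Quantity: enzyme 0.07 U/mL final; Medium: HEPES pH 7.4 buffer with MgCl2 and Tween 20; Dosing: single compound dose of 20 µM, 1% DMSO final; Schedule: 16 min reaction at room temperature; Measured by: red resorufin fluorescence at 544/590 nm excitation/emission.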
PMI act hi M6P: PMI (human) activation, high substrate. P34949. coupled PMI enzyme assay, resazurin fluorescence, 20 min; active compounds read high; 1 = untreated enzyme, 0 = substrate-free blank. activation factor at 20 µM. 0.34% of 190,000 active. AID 1216;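 active means activation factor of 2 or more at 20 µM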
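Material: human phosphomannose isomerase with PGI, G6PDH, diaphorase coupling enzymes / Reagent: Man-6-P substrate 1.0 mM / Dosing: single compound dose of 20 µM, 1% DMSO final / Incubation: enzyme reaction with compound 20 min at room temperature / Signal: resorufin fluorescence (Ex 544/Em 590 nm) from resazurin via diaphorase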
* marks the source's active call; other numbers are inactive results.

Start of the listing, in advance (five entries):
SMILES	HMGR II inh	G6PDH counter	PMI act	Diaphorase inh	FLuc stim CS	TNAP inh hiacc	TNAP inh noacc	TNAP act hi DEA	Diaph act CS	PMI act hi M6P
CNC(=O)CN(c1cc(OCCOC)c(Cl)cc1Cl)S(=O)(=O)c1ccc(OC)cc1	1.8	4.5	1.1	10.7	1.1	-7.3	-12.6	1.1	0.9	1.1
O=C(NN=C1CCCC1)c1cc(-c2ccc(F)cc2)nc2ccccc12	-0.3	-6.1	1	7.6	0.9	-1.6	-58.4	1	0.9	1
CC1CCN(C(=O)COC(=O)c2cc3ccccc3cc2O)CC1	-3.3	4.3	1	12.9	1	-4.7	-30.6	1	0.9	0.9
FC(F)(Cl)c1nnc2ccc(Cl)nn12	-4.8	6.2	1	22.9	1.1	-7.8	-14.8	1.1	0.8	1
Cn1c(=O)oc2cc(S(=O)(=O)Nc3ccc4c(c3)OCCO4)ccc21	0.7	3.7	1	6.5	1	-1.2	-8.3	1	0.9	1

The list itself (from the top)
SMILES	HMGR II inh	G6PDH counter	PMI act	Diaphorase inh	FLuc stim CS	TNAP inh hiacc	TNAP inh noacc	TNAP act hi DEA	Diaph act CS	PMI act hi M6P
CNC(=O)CN(c1cc(OCCOC)c(Cl)cc1Cl)S(=O)(=O)c1ccc(OC)cc1	1.8	4.5	1.1	10.7	1.1	-7.3	-12.6	1.1	0.9	1.1
O=C(NN=C1CCCC1)c1cc(-c2ccc(F)cc2)nc2ccccc12	-0.3	-6.1	1	7.6	0.9	-1.6	-58.4	1	0.9	1
CC1CCN(C(=O)COC(=O)c2cc3ccccc3cc2O)CC1	-3.3	4.3	1	12.9	1	-4.7	-30.6	1	0.9	0.9
FC(F)(Cl)c1nnc2ccc(Cl)nn12	-4.8	6.2	1	22.9	1.1	-7.8	-14.8	1.1	0.8	1
Cn1c(=O)oc2cc(S(=O)(=O)Nc3ccc4c(c3)OCCO4)ccc21	0.7	3.7	1	6.5	1	-1.2	-8.3	1	0.9	1
COc1ccc(/C=N/NC(=O)Cn2c(Cc3ccc(OC)c(OC)c3)nc3ccccc32)cc1	-5.6	6.3	0.8	24.2	1.1	-3.8	0.4	1	0.8	1
Cc1ccc2occ(CN3CCN(Cc4ccccc4)CC3)c(=O)c2c1	1.4	1.8	1.2	-11.8	1	-8.4	0.1	1.1	1.1	1.2
CCN(CC)CCN1C(=O)C(=O)/C(=C(/O)c2cnn(-c3ccccc3)c2C)C1c1cccnc1 (stereo not drawn)	0.2	-1.5	0.9	15.0	1.1	-5.8	-8.7	1.1	0.8	0.9
COc1cccc(NC(=O)C2CCCN(S(=O)(=O)c3cccc4nsnc34)C2)c1 (stereo not drawn)	0.7	8.5	0.9	19.8	1.1	-6.4	-3.5	1.1	0.8	0.9
Cc1cc(C)cc(NC2=CC(=O)CC(c3ccco3)C2)c1 (stereo not drawn)	-1.0	2.5	0.9	17.1	1	-4.8	-8.6	1	0.8	0.8
CCNC(=S)N1CCc2cc(OC)c(OC)cc2C1COc1ccc(OC)cc1 (stereo not drawn)	0.0	7.0	1	3.9	1	-3.2	-18.1	1	1	1
O=C(N/N=C/c1ccccc1)c1ccc(N2CCOCC2)c([N+](=O)[O-])c1	3.4	6.2	0.9	17.1	0.9	3.1	-0.8	1	0.8	0.8
COc1cc(NC(=O)C2C3C=CC(C3)C2C(=O)O)c(OC)cc1Cl (stereo not drawn)	3.1	-2.8	0.9	13.6	1	-3.3	-13.2	1	0.9	0.9
Nc1cccnc1Sc1cc(Cl)c(Cl)cc1Cl	0.5	-0.8	0.8	22.5	1	-5.9	-9.3	1.1	0.8	0.9
C/C(=N\NC(=O)c1ccccc1-n1cccc1)C1CC1	4.9	14.2	0.9	3.5	1	0.9	-12.6	1	1	0.9
O=C1CC(N2CCN(c3ccccn3)CC2)C(=O)N1c1ccc(F)cc1 (stereo not drawn)	1.0	4.9	1.1	-2.1	1	0.6	2.3	1	1	1
N#Cc1c2ccc(OCC(N)=O)cc2n2ccccc12	-4.7	43.6	0.3	70.5*	1	-17.1	-21.8	1.2	0.3	0.3
CCCOC(=S)Nc1ccccc1	2.0	-3.8	1	6.9	1	-2.1	-16.7	1	0.9	1.1
CCCCOc1ccc(C(=O)NCc2ccccn2)cc1	0.6	-1.1	0.9	5.0	1	-3.1	-9.9	1	0.9	0.9
CC(=O)/C(=N/Nc1cccc(Cl)c1)N1CCOCC1	-5.4	1.4	1.6	13.1	1	2.2	-2.3	1	0.9	2*
C=CCNCCCOc1ccc(C(C)(C)c2ccccc2)cc1	3.3	2.4	1.1	8.1	1	-3.9	-10.2	1	0.9	1.2
COc1ccc2nc(NC(=O)c3cnccn3)sc2c1	-4.1	-31.3	0.9	2.5	0.4	-2.2	-10.6	1	1	1
CCCC(=O)OCCNc1cc(Sc2nc3ccccc3[nH]2)c2nonc2c1[N+](=O)[O-]	1.4	3.0	1	39.0	1	36.8	28.5	0.6	0.6	0.7
CCOc1ncccc1C(=O)OCC(=O)Nc1cc(C)ccc1C	-7.9	6.4	1	5.4	1.1	-2.5	-2.6	1	0.9	1
Cc1ccc(CN2CCNC(=O)C2CC(=O)O)cc1 (stereo not drawn)	-5.1	-7.6	1.2	-5.6	1	6.3	-1.6	0.9	1.1	1.3

Other records:
SMILES	HMGR II inh	G6PDH counter	PMI act	Diaphorase inh	FLuc stim CS	TNAP inh hiacc	TNAP inh noacc	TNAP act hi DEA	Diaph act CS	PMI act hi M6P
Cc1cccc(Nc2nnc(SCC(=O)N(C)C3CCS(=O)(=O)C3)s2)c1C (stereo not drawn)	3.4	-3.0	1	4.9	1	5.0	-7.9	0.9	1	1
Cc1cc(C)cc(NC(=O)N2CCCC2C(=O)Nc2ccc(-n3cnnn3)c(C)c2)c1 (stereo not drawn)	-7.8	8.7	0.9	17.4	1	-6.6	-11.2	1.1	0.8	0.9
CC(=O)OCC(=O)[C@@]1(O)[C@H](C)C[C@H]2[C@@H]3CCC4=CC(=O)C=C[C@]4(C)[C@@]3(F)[C@@H](O)C[C@@]21C	3.3	21.2	1	7.4	1	0.6	-0.5	1	0.9	1
O=C(NCCN1C(=O)C2C3C=CC(C3)C2C1=O)Nc1ccccc1 (stereo not drawn)	2.8	4.2	1	7.1	1	0.4	-10.6	1	0.9	1
CN(C)S(=O)(=O)Nc1cc(F)cc(F)c1	-3.0	15.4	1.2	-28.5	1.1	-7.8	-11.1	1.1	1.3	1.1
Cc1nc(Nc2nc3ccccc3o2)nc(C)c1C(=O)Nc1ccc(F)cc1	-5.1	16.6	0.9	17.8	1.1	-0.5	-5.5	1	0.8	0.9
O=C(CSc1cccc[n+]1[O-])C12CC3CC(CC(C3)C1)C2	-3.9	10.0	1.2	-8.5	1	-2.3	-15.0	1	1.1	1.4
Cc1c(C(=O)O)oc2c1C(O)CCC2 (stereo not drawn)	-5.8	4.2	1.1	7.1	1.1	-1.9	-9.3	1	0.9	1
CCCCN(C(=O)Nc1ccc(Cl)cc1)C1CCN(C(C)=O)CC1	0.1	14.8	1.2	-18.1	1	-6.3	25.4	1.1	1.2	1.2
COc1ccc(C(=O)Oc2cccc3cccnc23)cc1[N+](=O)[O-]	-2.2	46.7	0.8	27.5	1.1	-6.6	-9.8	1.1	0.7	0.5
O=C(c1cn(-c2ccccc2)nc1-c1cccs1)N1CCOCC1	-2.4	3.4	0.9	6.1	1	-0.6	-5.9	1	0.9	0.9
COC(=O)c1ccc(C2C(C(C)=O)=C(C)Nc3ncnn32)cc1 (stereo not drawn)	1.6	0.8	1.1	13.4	1.1	-9.2	-13.6	1.1	0.9	1
O=C(Nc1ccc(C(=O)O)cc1)/C(=C\C=C\c1ccccc1)NC(=O)c1ccc(Br)cc1	-0.1	11.4	1.1	8.7	1.1	-0.8	6.1	1	0.9	1.1
CC1CCCN(C(=O)COc2ccc(Nc3ccccc3)cc2)C1 (stereo not drawn)	-1.7	6.3	1.1	-0.9	1.1	-2.3	-16.4	1	1	0.9
CC1CCN(C(=S)c2ccc3c(c2)OCO3)CC1	1.7	11.5	1	2.5	1.1	-5.4	-11.4	1.1	1	1
OC1CCN(Cc2cccc(Oc3ccccc3)c2)CC1	-7.5	9.2	1	10.7	1.1	-6.3	6.7	1.1	0.9	1
Cc1cccc(N2CCN(c3ccc(C(N)=O)cc3[N+](=O)[O-])CC2)c1C	-1.9	14.5	1	-10.6	1	4.2	0.9	1	1.1	1
O=C(c1cccnc1)N1CCN(Cc2ccc3c(c2)OCO3)CC1	-4.2	4.3	0.9	16.7	1.1	-2.5	-11.9	1	0.8	1
COC(=O)c1oc2ccc(Br)cc2c1NC(=O)CCCN1C(=O)c2ccccc2C1=O	-2.4	-30.0	0.9	12.3	1	-2.7	-4.9	1	0.9	0.8
C=CCNC(=O)c1cc2c(=O)n3cc(C)ccc3nc2nc1NCC1CCCO1 (stereo not drawn)	4.5	-5.5	0.8	9.3	1	-0.1	-2.1	1	0.9	0.9
Cc1cc(C(F)(F)F)nc(NCc2ccc(F)cc2)n1	-4.1	5.5	1	18.3	1.1	-8.1	-11.2	1.1	0.8	1
CCn1c(=O)c(C(=O)CN2CCN(S(=O)(=O)c3ccc(C)cc3C)CC2)c(N)n(Cc2ccccc2)c1=O	-4.5	0.8	1	18.5	1.1	-8.7	-15.1	1.1	0.8	0.9
Cc1cc(C)c(OC2(c3ccccc3)OC(=O)c3ccccc32)c(C)c1 (stereo not drawn)	-9.7	9.0	0.8	10.2	1	-6.8	-9.0	1.1	0.9	0.9
O=C(O)c1cc(-c2cccs2)[nH]n1	-5.8	12.4	1	13.2	1.1	-6.6	83.4*	1.1	0.9	1
FC(F)(F)c1nnc2c(Sc3ccc(Cl)cc3)nc3ccccc3n12	0.4	19.0	0.9	1.3	1	-5.8	-9.4	1.1	1	0.9
NC(=O)c1ccccc1NC(=S)NC(=O)CCc1ccccc1	-4.6	-4.7	0.8	18.6	1	2.1	2.1	1	0.8	1
O=C(CCc1ccc(O)c(O)c1)NNC(=S)Nc1ccc(Br)cc1Cl	-5.7	18.1	0.7	32.9	1	3.8	-53.6	1	0.7	1
CCC(C(=O)OCC(=O)Nc1cccc(S(=O)(=O)NC2=NCCCCC2)c1)c1ccccc1 (stereo not drawn)	-1.2	14.7	1	5.6	1	-0.2	-7.1	1	0.9	1
c1ccc2c(NC3CCCC3)nnc(NC3CCCC3)c2c1	-0.7	-43.0	1	17.9	1.1	-6.1	-14.5	1.1	0.8	0.9

This is a random part of the collection; 1.7% or so of the library scored in one or more.
